A-T KAP1 phos = candidate therapy for ataxia-telangiectasia; […] A-T fibroblasts, KAP-1 phosphorylation AlphaLISA; neocarzinostatin DNA damage 30 min before lysis; Potency, µM (highest dose often 57.5 µM), for inactives: at the top dose activation, actives largely listed as activators; 0.19% of 320,000 active; further: potency means the concentration at half of the fitted maximal effect; % of control where 0% means no effect; nearly all actives have a fitted effect of over 45% in size
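hTERT-immortalized A-T patient fibroblasts ([…]), 500 cells/well in OPTI-MEM, 1% FBS, got compounds for 60 min, then NCS for 30 min at 37C. Lysates were then assayed for phospho-KAP-1 by AlphaLISA (anti-pKAP1 donor, anti-KAP1 acceptor beads), 6 hr at 25C.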
B2AR arrestin = recruits beta-arrestin to the human beta2-adrenergic receptor | P07550 | beta-arrestin recruitment to beta2AR, cell-based reporter | Potency, µM (top dose mostly 46.1 µM), without a hit: at the highest dose activation, usual class: activators | 0.02% of 330,000 active | AID 492947;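 further: potency means the concentration at half of the fitted maximal effect; 0% = DMSO controls and full agonism = EC100 isoproterenol or metaproterenol; nearly all actives have a fitted effect of over 65% in size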
Target sequence (P07550 whole entry, looked up): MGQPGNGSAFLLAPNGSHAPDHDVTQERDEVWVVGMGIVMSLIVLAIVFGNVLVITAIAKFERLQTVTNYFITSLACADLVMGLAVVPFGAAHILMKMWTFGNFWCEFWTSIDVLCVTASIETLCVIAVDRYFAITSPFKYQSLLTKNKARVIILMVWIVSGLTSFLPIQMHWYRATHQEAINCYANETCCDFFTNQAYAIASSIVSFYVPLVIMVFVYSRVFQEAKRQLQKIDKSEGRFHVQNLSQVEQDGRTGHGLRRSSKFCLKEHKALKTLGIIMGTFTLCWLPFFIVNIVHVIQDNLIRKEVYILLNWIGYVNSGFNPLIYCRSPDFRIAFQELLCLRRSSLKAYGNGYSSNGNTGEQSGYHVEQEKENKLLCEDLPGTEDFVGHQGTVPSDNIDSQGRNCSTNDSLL
TCR activator = activates T cell receptor signaling | 330,000 tested, under 10 active | AID 504894 | Potency, µM (top dose mostly 9.22 µM), for inactives: at the highest dose activation of IL-2 secretion, hits mostly activators | primary human leukocytes, anti-CD3, IL-2 HTRF, 48 h; further: % of control where 0% means no effect
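IL-2 produced over 48 hr by a-CD3 bead-stimulated primary human leukocytes exposed to compounds was detected with a homogeneous time-resolved FRET immunoassay, 665nm acceptor signal after 320nm excitation.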
TSG101-PTAP inh = blocks PTAP/TSG101 interaction to inhibit HIV-1 budding. Q99816. Fluorescence polarization, FITC-PTAP peptide / Tsg101 binding. Potency, µM (top dose mostly 115 µM), without a hit: at the top dose activity change, negative = inhibition, actives largely listed as inhibitors. 340,000 tested, under 10 active. AID 493005; active means well fitted inhibition curve with a large enough effect in the main read-out, with a control signal flat, not every such curve was filed as active; inconclusive means small, poorly fitted or top-dose-only effect, or effect the other way, or a change in a side signal; inactive means no such curve, though single readings can be large or run the other way; further: potency means the concentration at half of the fitted maximal effect; % of control where 0% means no effect
Target sequence (Q99816 whole entry, looked up): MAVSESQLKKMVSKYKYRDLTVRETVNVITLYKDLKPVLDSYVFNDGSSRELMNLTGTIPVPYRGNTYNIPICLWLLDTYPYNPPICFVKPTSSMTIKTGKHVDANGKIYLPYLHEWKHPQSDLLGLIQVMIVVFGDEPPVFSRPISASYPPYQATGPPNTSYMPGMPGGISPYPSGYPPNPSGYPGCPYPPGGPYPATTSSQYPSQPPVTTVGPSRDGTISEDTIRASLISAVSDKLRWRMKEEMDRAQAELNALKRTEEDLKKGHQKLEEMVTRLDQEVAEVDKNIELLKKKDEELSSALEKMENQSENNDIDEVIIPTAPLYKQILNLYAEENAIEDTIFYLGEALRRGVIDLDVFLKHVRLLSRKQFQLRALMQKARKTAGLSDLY
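Tsg101 binding domain (10 uM final) was mixed with compound and a FITC-labeled PTAP peptide (50 nM final) in HEPES pH 7.5 buffer with NaCl, Tween 20, EDTA and TCEP; fluorescence polarization was read after 20 min at r.t.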
TRPV1 agonist = agonists of human vanilloid receptor 1 (TRPV1). Q8NER1. TRPV1-expressing cells, Fluo-8 calcium influx, agonist mode. activation, % at 8.33 µM. 0.19% of 320,000 active. AID 540275; in the data active means activation above about 80%; inconclusive means between about 30% and that limit; further: 0% is about no effect
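TRPV1-expressing cells were cultured overnight at 35.5C and loaded with Fluo-8 calcium dye for 40 to 90 min at room temperature. After a 10 s baseline, compound was added and calcium influx was read kinetically for 3 min (ex 480/em 520 nm).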
MLL CXXC-DNA inh = blocks binding of human MLL CXXC domain to DNA; Q03164; MLL-CXXC / FITC-HOXA9 DNA fluorescence polarization; Potency, µM (highest dose often 115 µM), inactives show at the top dose activity change, negative = inhibition, actives largely listed as inhibitors; 0.037% of 290,000 active; active means well fitted inhibition curve with a large enough effect in the polarisation, with a control signal flat, not every such curve was filed as active; inconclusive means small, poorly fitted or top-dose-only effect, or effect the other way, or a change in a side signal; inactive means no such curve, though single readings can be large or run the other way; the % refers to the polarisation; further: potency means the concentration at half of the fitted maximal effect
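Steps: dispense CXXC domain solution (7 uM) → pin compounds or unlabeled HOX-A9 DNA control → 5 min ambient → add FLSN-HOX-A9 solution (50 nM) → spin → 30 min ambient → fluorescence polarization. Tris pH 7.5/NaCl/DTT/BSA buffer.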
BRCA1 expr up = BRCA1 expression activation | MCF7-BRCA1-FFLuc reporter, luminescence, 48 h; response scale: scaled: vehicle 0%, 10 µM genistein 100% | Potency, µM (titrated, usually from 46.1 µM), for the others: at the highest dose activation, most hits filed as activators | AID 624202 | 1.1% of 380,000 active; further: potency means the concentration at half of the fitted maximal effect; nearly all actives have a fitted effect of over 80% in size; some results filed as inactive show a strong effect at the top dose
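Cells: MCF7-BRCA1-FFLuc, 2000/well. Exposure: 48 h, 37 °C, 5% CO2. Read: luminescence, 15 min post-substrate. Controls: genistein 10 microM (maximal activation), DMSO (neutral).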
p53 reactivation = restores transcriptional activity of mutant p53; H1299 p53-A138V BP100-luciferase reporter, luminescence, 24 h; Potency, µM (doses to about 92.2 µM), for the others: at the highest dose activity change, positive = activation, usual class: activators; 0.063% of 320,000 active; AID 504706; further: potency means the concentration at half of the fitted maximal effect; % of control where 0% means no effect; nearly all actives have a fitted effect of over 45% in size
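H1299 (p53-null), stable ts p53-A138V + BP100-Luc; 1000 cells/well, Opti-MEM/10% FBS; cpd 4 pt, 1:5; 24 h, 37 deg C, 5% CO2; detection reagent 10 min RT; luminescence.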
a7 integrin act = integrin-mediated muscular dystrophy alleviation activation | alpha7betagal myoblasts, beta-gal FDG fluorescence, 48 h | Potency, µM (highest dose often 38.3 µM), for inactives: top-dose activation, usual class: activators | 0.064% of 350,000 active | AID 624291;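 further: potency means the concentration at half of the fitted maximal effect; 100% = response of the positive control SU9516; nearly all actives have a fitted effect of over 60% in size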
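Alpha7betagal+/- myoblasts (passage 13) were plated 16-24 hr, then exposed to compounds (1:260 dilution of DMSO stock) for 48 hours at 37C. After MPER lysis, β-galactosidase reporter activity was read as FDG fluorescence (ex 480/em 540) after 30 minutes.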
ELG1 DNA repair = inhibitors of ELG1-dependent DNA repair in HEK293T cells; HEK293T ELG1-luciferase reporter, luminescence, 16 h; DNA damage induced by 5-fluorouridine; Potency, µM (highest dose often 46.1 µM), inactives show at the highest dose activity change, negative = inhibition, actives largely listed as inhibitors; 2.3% of 330,000 active; AID 504467; further: potency means the concentration at half of the fitted maximal effect; on the % scale 0 is the no-effect control and ±100 the full control effect; nearly all actives have a fitted effect of over 55% in size
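DMSO vehicle served as the neutral condition. Each well held 2,000 cells given 5-fluorouridine plus compound; after 16 hr at 37 °C/5% CO2, ONE-Glo was added and luciferase measured 30 min later.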
* hit, by the source's call; ? = inconclusive; . = no result given; [ ] = another dose, or the depositor's remark. Unless noted, the call rests on the fitted dose curve; in most records, active means well fitted curve in the direction sought with a large enough effect; inconclusive means small, poorly fitted or top-dose-only effect, or another doubt; inactive means no such curve, though single readings can be large; an effect the other way counts as inactive or inconclusive.

SMILES	A-T KAP1 phos	B2AR arrestin	TCR activator	TSG101-PTAP inh	TRPV1 agonist	MLL CXXC-DNA inh	BRCA1 expr up	p53 reactivation	a7 integrin act	ELG1 DNA repair
CCOc1ccc(/C(O)=C2/C(=O)C(=O)N(CCOCCO)C2c2ccccc2)cc1 (configuration not stated)	-1%	-0.3%	-1%	-6%	-1	7%	-2%	9%	20%	-13%
N#Cc1ccc(OC(=O)Cc2ccsc2)cc1	-2%	0.5%	-1%	-7%	0	27%	21%	3%	4%	6%
CC1(C)CC(=O)C2=C(C1)NC(=O)NC2c1ccccc1 (configuration not stated)	15%	0.1%	2%	-1%	-5	10%	4%	3%	18%	-5%
Cc1ccc([N+](=O)[O-])c(OCc2ncc(Cl)n2C)c1	-6%	0.4%	-2%	-4%	0	1%	-3%	?	12%	?
CCN(CC(=O)Nc1ccc2c(c1)OCCO2)C(=O)CC1CCCC1	2%	0.0%	-2%	-3%	1	-4%	16%	-3%	12%	1%
O=C(NCc1ccco1)C(=O)NCC1OCCN1S(=O)(=O)c1ccc(F)cc1 (configuration not stated)	2%	-0.6%	-5%	-2%	-1	4%	-7%	-3%	7%	-2%
COc1ccc(NC(=S)Nc2ccc3cn[nH]c3c2)cc1	-4%	-0.1%	7%	0%	?	4%	75%	2%	5%	4%
CC(=O)N1CCCN(Cc2cn(-c3ccc(C)cc3)nc2-c2ccc(F)cc2)CC1	-2%	0.2%	-2%	-3%	?	-1%	-2%	-3%	0%	-8%
CC1(C)SC2c3ccccc3C(=O)N2[C@@H]1C(=O)NCCCN1CCOCC1 (some centres not stated)	1%	0.3%	0%	-5%	1	-8%	-12%	2%	-8%	2%
COc1ccccc1NC(=O)C(C)OC(=O)CN1C(=O)C2CC=CCC2C1=O (configuration not stated)	2%	-0.2%	2%	1%	-1	.	0%	-4%	-9%	15%
O=C(CNC(=O)C1CCCCC1)Nc1cc(Cl)cc(Cl)c1	4%	-0.5%	7%	-5%	13	-1%	-1%	-4%	-4%	6%
COc1ccc(/C=C(/NC(=O)c2ccc([N+](=O)[O-])cc2)C(=O)NCCCN(C)C)cc1	-7%	-1.1%	10%	0%	3	-3%	1%	3%	?	3%

Sorted by the number under B2AR arrestin (largest number first): three of the compounds above
compound	B2AR arrestin
COc1ccc(NC(=S)Nc2ccc3cn[nH]c3c2)cc1	-0.1%
O=C(CNC(=O)C1CCCCC1)Nc1cc(Cl)cc(Cl)c1	-0.5%
COc1ccc(/C=C(/NC(=O)c2ccc([N+](=O)[O-])cc2)C(=O)NCCCN(C)C)cc1	-1.1%

New compounds follow
SMILES	A-T KAP1 phos	B2AR arrestin	TCR activator	TSG101-PTAP inh	TRPV1 agonist	MLL CXXC-DNA inh	BRCA1 expr up	p53 reactivation	a7 integrin act	ELG1 DNA repair
C=CCc1cccc(/C=N/NC(=O)CNc2cccc3ccccc23)c1O	-2%	12%	1%[46.1 µM]	-5%	3	10%	-88%	-1%	-42%	2%
COCCN1Cc2cccc(C(=O)NCc3cccs3)c2C1=O	1%	-0.1%	-1%	1%	-1	24%	5%	-5%	-14%	8%
O=C(N=C1SC2CS(=O)(=O)CC2N1c1ccc(F)cc1F)C1CC1 (configuration not stated)	0%	-0.9%	0%	0%	-3	3%	0%	-1%	18%	3%
O=C(O)C1CCCCC1C(=O)Nc1ccccn1 (configuration not stated)	-3%	-0.2%	3%	-11%	-4	6%	10%	4%	-7%	4%
COc1ccc(OC)c(NC(=O)CC2(CC(=O)O)CCCC2)c1	6%	-0.4%	-2%	-1%	0	3%	-14%	1%	20%	0%
COc1cccc(C(=O)Nc2ccc(C(=O)c3ccncc3)cc2)c1	-21%	-0.5%	5%	-4%	?	?	-15%	11%	14%	?
CC(C)NC(=O)c1ccc(CS(=O)(=O)c2ccc(Br)cc2)o1	19%	0.0%	6%	-5%	.	5%	1%	-6%	-12%	-3%
Cc1ccc(Nc2ncccc2C(=O)NCc2cccs2)c(C)c1	13%	-2.0%	-5%	-4%	.	-7%	1%[1.84 µM]	1%	-25%	-9%
Cc1onc(-c2ccccc2)c1C(=O)N1CCN(c2ccccn2)CC1	0%	-1.0%	-5%	-4%	-3	-7%	2%	-5%	0%	5%
O=C(Nc1ccc(Cl)cc1C(=O)NCc1cccnc1)c1ccco1	8%	-0.1%	.	-4%	-2	2%	-2%	-7%	-26%[7.66 µM]	-2%
CC(=O)Nc1ccc(-c2csc(NC=C3C(=O)OC(C)(C)OC3=O)n2)cc1	6%	1.1%	1%	0%	2	0%	?	1%	2%	?
CCC(C(=O)O)n1cnc2scc(-c3ccc(C)c(C)c3)c2c1=O (configuration not stated)	6%	-0.3%	3%	-6%	2	-10%	3%	4%	3%	0%
Cc1ccc(S(=O)(=O)N/N=C/c2cc(Br)ccc2O)cc1	-11%	-0.5%	-1%	0%	.	-4%	-7%	-1%	?	-5%
CC(C)c1nccn1CCC(=O)O	.	0.1%	.	-7%	-2	6%	2%	3%	-1%	11%
Cn1nnnc1SCC(=O)Nc1ccc(Br)cc1Br	20%	-0.4%	4%	-4%	.	.	43%	-5%	17%	22%
COc1ccc(NC(=O)COC(=O)Cn2cnc3ccccc32)cc1	0%	-1.0%	-4%	-1%	.	.	25%	2%	10%	0%
Cc1cc(NC(=O)c2cc(C)on2)n(-c2ccccc2)n1	4%	-1.3%	0%[46.1 µM]	0%	-5	3%	-6%	-15%	?	-15%
COc1cccc(-n2c(SCC(=O)NCc3cccs3)nc3ccccc3c2=O)c1	-2%	-1.0%	-3%[46.1 µM]	-1%	0	11%	-20%	-2%	0%	-10%
COc1ccc(S(=O)(=O)N2CCCCC2)cc1NC(=O)CCCOc1ccccc1	1%	0.1%	-3%	-4%	10	.	1%	-3%	-28%	-11%
CCCCn1c(N)c(N(CCOC)C(=O)c2cc3c(s2)CCC(C)C3)c(=O)[nH]c1=O (configuration not stated)	8%	0.2%	-2%	-4%	0	.	-6%	9%	16%	21%
O=C(NNCc1ccc(O)cc1)c1ccccc1Cl	0%	0.0%	0%	4%	1	3%	13µM*	?	10%	?
Cc1cc(C)nc(NC(=O)c2cccs2)c1	20%	-0.4%	1%	-4%	0	-5%	41%	15%	28%	15%
Cc1nc(-c2ccc(S(=O)(=O)N3CCN(C(c4ccccc4)c4ccccc4)CC3)s2)cs1	-3%	-0.6%	-3%	-3%	-4	7%	-3%	1%	-13%	-11%
CCOc1cc(S(=O)(=O)Nc2ncn[nH]2)ccc1Br	3%	-1.0%	3%	-3%	2	?	2%	5%	?	2%
O=S(=O)(Nc1ccc(-n2cccc2)cc1)c1ccc(Cl)cc1Cl	1%	-0.2%	2%	-8%	0	8%	7%	4%	-11%	-3%
O=C(COc1cccc(Br)c1)Nc1ccc(Cl)c(S(=O)(=O)N2CCOCC2)c1	16%	0.0%	1%	-4%	.	.	-37%	5%	4%	23µM*
Cc1ccc(C(=O)N(CN2CCCC2=O)c2ccccc2)cc1C	4%	-0.6%	-4%	-9%	3	-8%	-17%	13%	11%	-2%
CC1CC(C)(C)CC2(C1)NC(=O)N(CC(=O)OCc1ccc(Br)cc1)C2=O (configuration not stated)	16%	-0.1%	-1%	1%	-2	.	6%	9%	17%	12%
CCOP(=O)(OCC)C(NC(=O)Nc1ccccc1)C(N)=O (configuration not stated)	1%	-0.7%	0%[46.1 µM]	0%	2	2%	2%	?	13%	?
Cc1cccc(/N=C/c2c(O)cc(C)oc2=O)n1	2%	-0.1%	-1%	1%	4	?	4%	-3%	15%	6%
O=C(c1ccc(-n2cncn2)c([N+](=O)[O-])c1)N1CCN(S(=O)(=O)c2ccc(Br)cc2)CC1	-11%	0.3%	-2%	-2%	-2	.	-25%	11%	-5%	-19%
CC1(C)CC(=O)C=C(NC2CC(C)(C)NC(C)(C)C2)C1	1%	0.1%	1%	-2%	1	0%	16%	0%	2%	-3%
CC1=NN(C(N)=S)C(=O)C1N=Nc1ccc(Br)cc1 (configuration not stated)	-4%	0.1%	.	-3%	0	-27%	33%	?	-11%	?

High-throughput results as filed in PubChem BioAssay.
